KKLEB tox = counter-screen for CF NF-kB inhibitors: cytotoxicity; actives 0.36% (n = 360,000); activity change (cytotoxicity), % at 5 µM; AID 602141; KKLEB CF airway cells viability, ATPlite luminescence, overnight; hits give low values; cells stimulated with P. aeruginosa culture filtrate;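 active = corrected activity change at or below -50% at 5 µM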
MITF TRPM1 inh = MITF TRPM1 promoter inhibition in SK-MEL-5 cells; SK-MEL-5 TRPM1 promoter luciferase, 24 h; inhibition, % at 12.5 µM; actives 0.83% (n = 330,000); AID 488899;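 active = mean inhibition across replicates of 60% or more, whatever share of single replicates reaches that level; inconclusive = some that reach 60%, reason not given; inactive = mean inhibition across replicates below 60%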; also: values of inactives mirror those of a sister screen read the other way
PDI turbidity = PDI (human) enzyme inhibition; P07237; PDI insulin aggregation turbidity, A650, 90 min; inhibition, % at 10 µM; actives 0.052% (n = 350,000);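 active = mean inhibition across replicates of 30% or more, whatever share of single replicates reach that level; inconclusive = mean inhibition below 30% while every single replicate reaches 30%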;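 also: absorbance from insulin aggregation driven by PDI reduction with DTT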
Target sequence (P07237 whole entry, looked up): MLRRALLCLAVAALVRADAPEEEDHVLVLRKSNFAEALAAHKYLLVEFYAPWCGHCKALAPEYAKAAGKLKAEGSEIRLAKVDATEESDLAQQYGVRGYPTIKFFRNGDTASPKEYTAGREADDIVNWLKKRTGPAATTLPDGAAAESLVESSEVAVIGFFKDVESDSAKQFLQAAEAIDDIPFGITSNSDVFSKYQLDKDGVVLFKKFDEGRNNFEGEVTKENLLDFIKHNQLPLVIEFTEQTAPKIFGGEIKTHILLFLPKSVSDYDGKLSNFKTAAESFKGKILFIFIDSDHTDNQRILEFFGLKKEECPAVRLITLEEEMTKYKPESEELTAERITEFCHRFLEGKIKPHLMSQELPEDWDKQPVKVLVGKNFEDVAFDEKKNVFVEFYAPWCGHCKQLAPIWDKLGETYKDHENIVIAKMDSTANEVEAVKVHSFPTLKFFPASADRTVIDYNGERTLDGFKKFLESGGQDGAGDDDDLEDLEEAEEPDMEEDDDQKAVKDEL
HIF-2a inh = inhibitors of HIF-2a | 786-0 RCC cells HIF-2a reporter, luciferase luminescence, overnight | inhibition, % at 18.8 µM | actives 0.72% (n = 360,000);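 active = inhibition of the luminescence signal of 40% or more relative to plate controls, in a single-dose primary screen at 18.75 µM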
CaV13 ICDI inh = Disruptors of the CACNA1D IQ motif to Ca2+-dependent inactivation inhibitor domain association, primary screening, Förster resonance energy transfer in intact living … | HEK cells, CFP/YFP FRET ICDI-IQ, plate reader, 10 min; percent FRET-ratio fall versus neutral wells | AID 743397 | inhibition, % at 12.3 µM | actives 0.098% (n = 340,000);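 active = mean replicate inhibition of at least 30% and at least 1% of replicates passing that level; inconclusive = only one of the two criteria is met; inactive = neither criterion is met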;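 also: 0% = median of the neutral control wells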
Shn3 inh set2 = reduces Shn3 3'UTR luciferase signal in osteoblasts. Clone20 osteoblast Shn3 3'UTR firefly luciferase, 24 h. actives 0.52% (n = 360,000). inhibition, % at 12.5 µM;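 active = mean inhibition of at least 75% with every replicate also reaching 75%; inconclusive = mean inhibition at least 75% but some replicate below; inactive = mean inhibition below 75%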;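 also: 0% = median of neutral control wells and 100% = pilot-screen positive control compound; some compounds past the cut are filed as inactive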
NR2E3 ag-1 = NR2E3 (human) agonism. Q9Y5X4. GST-NR2E3/biotin-RetCOR TR-FRET, 1536-well. inhibition of corepressor binding, % at 4.78 µM. actives 0.12% (n = 320,000). AID 2300;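 active = percent inhibition above the cutoff of mean plus 3 SD of all tested compounds, set per screening campaign, cut at about 20% in these data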;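 also: 0% = DMSO wells and 100% = biotin wells as full block of FRET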
Target sequence (Q9Y5X4 whole entry, looked up): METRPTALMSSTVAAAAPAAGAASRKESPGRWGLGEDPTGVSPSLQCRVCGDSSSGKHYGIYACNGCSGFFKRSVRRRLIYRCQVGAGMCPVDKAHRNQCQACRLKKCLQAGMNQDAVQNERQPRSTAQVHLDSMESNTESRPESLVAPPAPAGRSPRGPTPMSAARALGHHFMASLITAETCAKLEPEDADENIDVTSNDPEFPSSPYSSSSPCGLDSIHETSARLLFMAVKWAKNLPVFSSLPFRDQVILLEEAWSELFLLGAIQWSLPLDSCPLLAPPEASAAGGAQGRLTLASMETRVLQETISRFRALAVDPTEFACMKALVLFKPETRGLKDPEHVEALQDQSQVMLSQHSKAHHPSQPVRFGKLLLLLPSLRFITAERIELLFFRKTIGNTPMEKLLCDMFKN
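Material: NR2E3–RetCOR corepressor complex / Incubation: Compound–protein incubation for 5 h at 4 °C / Dosing: compound at 4.8 µM, single dose / Detection: time-resolved FRET / Benchmarks: high control biotin, low control 0.6% DMSO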
Peg3 prom inh = reduces Peg3 promoter-driven luciferase expression in HeLa; HeLa PEG-Prom luciferase reporter, luminescence, overnight; inhibition, % at 20 µM; actives 1.7% (n = 360,000); AID 588405;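 active = inhibition of at least 50% at 20 µM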
CF NFkB inh = cystic fibrosis NF-kB activation inhibition | inhibition, % at 5 µM | KKLEB NF-kB-GFP reporter, PAF-induced, GFP fluorescence overnight | actives 0.86% (n = 360,000);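 active = at least 50% inhibition at 5 µM, scaled per plate between neutral and stimulator controls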;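 also: PAF is a Pseudomonas aeruginosa culture filtrate used as stimulus; plate controls were PAF-stimulated DMSO wells for no effect and unstimulated DMSO wells for full effect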
Vif imaging = blocks HIV Vif function; AID 602346; actives 0.35% (n = 340,000); HEK293T cells, Vif self-association by quenched fluorescence, imaging, 24 h; inhibition, % at 7.49 µM; in the data active = inhibition above about 50%, passing the limit was not always enough; inconclusive = no clear call, values can overlap the other calls; inactive = below about 31%; also: some results filed as inactive read as strong as hits
NR2E3 ag-2 = agonists of human NR2E3 nuclear receptor. CHO-S Gal4-NCOR/VP16-NR2E3 two-hybrid, luciferase. inhibition of corepressor binding, % at 3.98 µM. actives 0.35% (n = 360,000). AID 602229;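 active = inhibition above the mean of all tested compounds plus 3 SD, cut at about 70% in these data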;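 also: 0% = DMSO with NR2E3 transfected cells and 100% = cells lacking NR2E3 construct; higher means lower luciferase signal from less NR2E3 corepressor binding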
Numbers without * were called inactive; u = inconclusive; x = no result given.

canonical_smiles	Vif imaging	CF NFkB inh	HIF-2a inh	PDI turbidity	CaV13 ICDI inh	NR2E3 ag-1	Shn3 inh set2	MITF TRPM1 inh	NR2E3 ag-2	KKLEB tox	Peg3 prom inh
O=[N+]([O-])c1ccc(Nc2nccc(Cl)n2)cc1	-1.9	-29.5	-94.5	-6.4	-5.4	4.1	-89.1	x	2.6	9.0	-111.6
CCOc1ccc(OC(=O)NC(c2ccccc2)C(Cl)(Cl)Cl)cc1 (configuration not stated)	12.5	-12.8	2.9	-2.4	-3.6	-0.8	-6.8	-0.7	-52.0	0.4	2.8
CN1CCN(C2CN(Cc3cn(Cc4ccccc4C(F)(F)F)nn3)S(=O)(=O)C2)CC1 (configuration not stated)	x	8.6	2.9	x	-3.5	x	-3.0	x	8.0	3.9	-1.1
CC(=O)N1CCN(c2ccc(S(=O)(=O)N3CCCCC3)cn2)CC1	12.0	11.5	3.5	1.7	-3.5	-4.6	1.7	5.6	19.3	-4.0	-2.9
O=C(NNS(=O)(=O)c1ccc(C(F)(F)F)cc1)c1cnn(-c2ccccc2)c1C(F)(F)F	-3.7	2.2	-11.4	-0.8	3.5	-3.7	0.7	3.5	-25.6	1.2	4.3
C[C@H]1CN([C@@H](C)CO)C(=O)CCCn2nncc2CO[C@H]1CN(C)C(=O)Nc1ccc2c(c1)OCO2	-3.9	9.3	-27.4	-9.9	-6.1	x	-18.9	x	-12.8	-3.6	-0.7
Cc1nn(C)c(C)c1NC(=O)CSc1nc(-c2ccccc2Cl)nc2c1cnn2-c1ccccc1	x	29.0	18.3	22.2	-3.8	-5.8	8.5	-14.8	-21.2	-11.5	64.6*
Cc1ccc(C)c(S(=O)(=O)Nc2ccc(C(=O)N3CCC3)cc2)c1	-0.1	-2.5	12.8	14.7	-5.3	-3.7	12.7	4.9	16.2	8.3	7.5
O=C1[C@@H]2Cc3c([nH]c4ccccc34)CN2C(=O)CN1CCCCCO	-3.5	-8.4	-1.5	11.0	-2.9	0.5	-1.4	2.2	-7.2	1.8	11.6
Cc1c(C(=O)N2CCCCC2)sc(NC(=O)c2ccco2)c1C#N	-7.1	-15.6	5.9	2.4	x	1.6	-19.2	15.6	1.5	-3.2	0.1
COc1ccc([C@H]2CC(=O)C=C(c3cccc4c3Oc3ccccc3S4)C2)cc1OC	-12.4	30.4	25.1	-4.8	-5.6	5.3	53.8	4.8	8.2	-7.1	34.3
COc1ccccc1CNC(=O)N1CCN(S(=O)(=O)c2ccc(C)cc2)CC1	3.8	0.2	8.6	1.7	-3.1	-0.6	7.4	-21.3	-1.5	2.3	12.2
CCOCCCNC(=O)C(c1ccc(Cl)cc1)N(Cc1ccc2c(c1)OCO2)C(=O)CNC(C)=O (configuration not stated)	-1.6	9.2	20.2	6.9	-7.0	1.1	-3.3	-0.8	-7.6	-6.3	4.6
CCOC(=O)c1cc(C)sc1NC(=O)CSc1nccn1C	-13.4	-9.5	6.2	3.5	-5.1	1.3	-3.1	7.7	-21.8	-9.2	1.8
COc1cc2c(cc1OC)C(c1ccccc1C)CC(=O)N2 (configuration not stated)	-3.7	-0.5	9.1	-4.6	-4.2	5.2	10.0	-6.3	-14.9	4.4	2.1
Cc1ccc(NC(=O)CSc2ncccn2)cc1S(=O)(=O)N1CCCCC1	-9.9	22.0	28.8	-2.6	-3.6	1.9	13.9	3.5	-2.1	-0.1	14.1
O=C(Nc1cccnc1Cl)c1ccc(Cl)cc1	-6.3	-6.7	-214.1	16.3	2.0	0.0	-31.8	-43.6	3.8	6.0	-193.8
CCC(=O)N1CCc2cc(S(=O)(=O)N3CCc4ccccc43)ccc21	9.5	16.3	17.9	-7.9	-3.8	1.9	32.8	18.1	-12.8	1.9	16.4
O=C(COC(=O)c1ccccc1SCC(=O)N1CCCC1)Nc1ccccc1OC(F)F	-12.5	-13.6	3.1	-9.4	-5.2	-1.0	-12.8	16.3	2.9	-2.9	10.7
COc1cc(/C=C/C(=O)NNc2c(F)c(F)cc(F)c2F)ccc1OC(F)F	-6.3	1.5	0.3	-11.6	x	7.4	14.0	1.1	-20.0	-6.6	12.0
O=c1c2c(O)cc(O)cc2oc2c(O)ccc(O[C@H]3O[C@@H](CO)[C@H](O)[C@@H](O)[C@@H]3O)c12	-3.6	-3.9	14.2	2.1	-3.1	x	-20.4	4.1	-25.4	-9.5	-23.4
CCCCn1c(N)c(N(CCC(C)C)C(=O)c2cc(S(=O)(=O)N3CCOCC3)ccc2F)c(=O)[nH]c1=O	17.2	-4.5	3.9	6.9	-6.7	2.8	2.2	-5.0	21.7	12.3	12.0
CC1=CN2C(=NC(=O)CC2(C)C(=O)N(CC(=O)NC2CCCC2)c2ccccc2C)C=C1 (configuration not stated)	4.1	4.5	5.4	6.8	-3.6	-2.8	8.7	-5.1	-9.8	-6.5	-0.7
O=C(Cc1ccccc1)N[C@@H]1c2ccccc2CC[C@@H]1OCc1ccccc1	x	-5.5	15.6	-3.8	-4.2	x	-1.7	1.9	-12.6	-8.9	9.9
COc1ccc(CC(=O)Nc2cccc(-c3nnc(-c4cccc(C)c4)o3)c2)cc1OC	u	4.3	-81.9	7.7	-5.1	2.9	74.1	-8.4	14.7	-0.1	-55.6
O=C(O)C1CCN(C(=O)Cc2ccccc2)CC1	-5.1	7.8	17.4	8.8	-3.0	-1.5	-3.6	8.1	-6.0	-9.2	14.7
CN(C)S(=O)(=O)c1ccc(C(=O)N2CCC(c3nc4ccccc4o3)CC2)cc1	x	2.4	15.1	-1.5	-4.4	2.4	-5.3	8.7	-1.7	11.2	3.4
C/C(=N\NC(=O)CCC(=O)Nc1ccccc1)c1cccs1	2.5	-13.2	16.2	-9.5	-2.1	0.3	-3.2	-13.8	-7.5	0.1	3.6
CCCCOc1ccc(N2CC(C(=O)NCc3ccco3)CC2=O)cc1 (configuration not stated)	27.3	-12.1	-19.6	-7.4	-3.4	1.5	-2.6	-1.7	-7.3	12.0	-0.7
O=c1cc2c(nn1Cc1ccc(F)cc1)-c1ccccc1CC2	6.7	4.4	-1.2	-10.1	-6.0	2.6	5.7	5.1	-6.5	25.3	18.0
Cc1ccc(CN2CCNC(=O)C2CC(=O)N(C)C2CCOCC2)cc1 (configuration not stated)	5.8	-16.0	9.1	4.2	-7.6	0.2	-17.9	8.0	-20.8	4.7	-6.1
CC(NC(=O)c1ccccc1Br)c1ccc2c(c1)CCCC2 (configuration not stated)	x	-1.0	-14.8	3.8	-8.0	0.6	-13.1	6.6	14.1	-24.1	21.4
Cn1c(=O)c2c(nc(SCC(=O)N3c4ccccc4CCc4ccccc43)n2C)n(C)c1=O	0.2	30.4	12.6	3.3	x	x	14.9	4.1	11.9	8.3	29.9
CCOC(=O)C1CCN(S(=O)(=O)c2cn(C)c(C)n2)CC1	x	-1.3	-2.1	-9.1	x	1.7	-7.9	6.2	-5.6	-0.6	13.7
Cn1nnnc1NCc1ccc(Cl)c(Cl)c1	5.1	10.6	9.8	-3.7	-4.6	-0.4	-4.2	9.4	5.7	-2.6	16.7
Cn1c(SCC(=O)c2ccc3c(c2)Cc2ccccc2-3)nnc1-c1ccccc1	x	9.6	-3.3	-1.2	-0.3	-74.5	-3.5	-4.5	-42.1	-12.0	11.4
CCOc1ccc(N=Cc2ccc3ccccc3c2)cc1	-1.1	10.4	16.7	0.1	-4.8	-3.8	-0.3	7.2	-5.0	-9.8	-10.1
CC(=O)Nc1ccc(S(=O)(=O)NCCN2CCNC2=O)cc1Cl	0.5	-22.9	0.3	-3.6	-2.8	-3.5	1.5	-2.9	-13.6	17.6	1.2
COc1ccc(C(=O)n2nnc3ccccc32)cc1OC	1.9	20.1	16.5	3.5	10.0	1.6	26.8	12.9	-4.6	-12.8	13.3
CCOc1cc(CNCCN2CCOCC2)ccc1OCc1ccccc1Cl	-12.4	-3.9	2.4	-9.0	-1.6	1.1	-35.4	-16.0	22.1	-5.3	7.4
O=C(NC(=S)Nc1ccccc1CO)C1CCCCC1	-4.6	-7.1	-49.0	-6.5	-9.7	x	-11.6	-19.1	6.3	-0.4	-92.7
Cc1ccc(S(=O)(=O)N2CCC(C(=O)NC3CC3)CC2)cc1	-5.3	0.7	11.4	8.1	-4.9	-1.1	5.8	-6.5	-2.8	-18.3	-6.9
COC(=O)c1c(-c2cc(C)ccc2C)csc1NC(=O)C1CC=CCC1C(=O)O (configuration not stated)	-6.3	-8.3	11.2	-1.8	-3.6	-0.3	-3.9	-0.1	-22.1	5.5	7.3
COc1ccccc1OC(C)C(=O)O (configuration not stated)	u	4.9	21.8	-2.0	-3.4	-2.9	-13.7	13.5	-24.5	0.3	-10.4
O=C(CCC1COc2ccccc2O1)NCc1ccccc1 (configuration not stated)	4.5	8.5	15.2	0.1	-8.8	2.7	-1.8	-4.0	-7.3	2.8	19.4
O=S(=O)(/C=C/c1ccccc1)N1CCNCC1	22.5	-11.2	10.5	1.9	-2.7	4.2	0.9	-1.9	-0.1	5.7	5.9
CN(C)CCN(C(=O)c1ccc2ccccc2c1)c1nc2ccc(Br)cc2s1	-7.5	18.7	-21.1	-4.5	-5.1	0.5	-4.0	6.8	-10.0	-13.9	-67.5
CCOCCn1c(=NC(=O)/C=C/c2ccccc2Cl)sc2cc(NC(C)=O)ccc21	-2.2	-23.9	-18.1	-7.2	-2.9	-0.4	11.6	9.3	-3.1	-0.5	27.2
COCCNC(=S)N(Cc1cccnc1)Cc1ccc(OC)c(OC)c1	-4.5	-5.1	2.3	2.9	-1.7	-3.2	9.7	-1.7	-2.8	0.9	12.6
Cc1c(C(=O)NC2=NCCS2)oc2ccccc12	13.4	-13.6	-89.0	-3.9	-6.8	0.7	-45.8	2.9	-100.0	10.1	-114.1
CCOC(=O)c1c(S(=O)(=O)NCC(=O)N2CCN(c3ccc(F)cc3)CC2)c(C)n(C)c1C	-11.6	-4.4	4.8	3.3	-3.0	1.1	-15.6	-1.4	19.1	5.8	3.2
Cc1sc(NC(=O)C2CCCCC2C(=O)O)c(C(N)=O)c1-c1ccccc1 (configuration not stated)	-6.7	-1.0	-160.3	-2.4	0.2	1.6	-72.6	-50.2	-100.3	2.9	-140.4
